# Ecoli viability = bacterial growth inhibition, counter-screen for AddAB inhibitors. E. coli V3065 growth, OD600 absorbance, 18 h. inhibition, % at 11.9 µM. 330,000 tested, 0.27% active. AID 449728;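 active means inhibition above the campaign's mean inhibition across all tested compounds plus 3 SD, cut at about 9.9% in these data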;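 further: uninfected addAB+ strain grown without phage in ampicillin broth; 0% = DMSO wells and 100% = ciprofloxacin 0.95 µg/ml wells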
# AddAB inh = less growth of phage-infected E. coli with AddAB; E. coli expressing H. pylori AddAB, absorbance growth; inhibition, % at 11.9 µM; 330,000 tested, 0.29% active; AID 435030; in the data active means inhibition above about 12%;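 further: 0% = vehicle wells of infected cells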
# Wnt bcat act = Wnt/beta-catenin pathway activation; Wnt/beta-catenin reporter cell assay, activator, plate reader; activation, % at 9.35 µM; 300,000 tested, 1.2% active; in the data active means activation above about 30%, passing the limit was not always enough; inconclusive means no clear call, values can overlap the other calls;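 further: 0% = neutral control wells and 100% = positive control wells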
# PvdQ inh = blocks Pseudomonas aeruginosa PvdQ acylase activity | purified PvdQ acylase, fluorescence plate reader | inhibition, % at 10 µM | 340,000 tested, 0.063% active; in the data active means inhibition above about 30%, passing the limit was not always enough; inconclusive means no clear call, values can overlap the other calls;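 further: 0% = vehicle neutral wells and 100% = reference inhibitor wells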
# phage Ecoli inh = E. coli growth loss with phage present; growth absorbance; inhibition, % at 11.9 µM; 360,000 tested, 0.26% active; AID 651602; in the data active means inhibition above about 11%
# Tat transport = E. coli Tat transport inhibition. 340,000 tested, 0.036% active. E. coli MC4100 TorA-mCherry Tat export, fluorescence. inhibition, % at 10 µM;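 active means mean replicate inhibition at least 50% and at least half of replicates individually reaching 50%; inconclusive means only one of the two criteria met; inactive means neither criterion met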;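 further: exported cargo escapes ClpAP degradation while cytoplasmic cargo is degraded and loses fluorescence; 0% = median of neutral control wells and 100% = median of NaSCN control wells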
# Rtt109 Vps75 = blocks Candida albicans Rtt109/Vps75 acetyltransferase activity; inhibition, % at 34.9 µM; AID 540336; 330,000 tested, 0.16% active; Q5AAJ8; purified Rtt109/Vps75, ThioGlo CoA-SH fluorescence, 4 h;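 active means inhibition of at least 50% in every replicate; inconclusive means best replicate reaches 50% inhibition but some replicates fall short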
# Target sequence (Q5AAJ8 whole entry, looked up): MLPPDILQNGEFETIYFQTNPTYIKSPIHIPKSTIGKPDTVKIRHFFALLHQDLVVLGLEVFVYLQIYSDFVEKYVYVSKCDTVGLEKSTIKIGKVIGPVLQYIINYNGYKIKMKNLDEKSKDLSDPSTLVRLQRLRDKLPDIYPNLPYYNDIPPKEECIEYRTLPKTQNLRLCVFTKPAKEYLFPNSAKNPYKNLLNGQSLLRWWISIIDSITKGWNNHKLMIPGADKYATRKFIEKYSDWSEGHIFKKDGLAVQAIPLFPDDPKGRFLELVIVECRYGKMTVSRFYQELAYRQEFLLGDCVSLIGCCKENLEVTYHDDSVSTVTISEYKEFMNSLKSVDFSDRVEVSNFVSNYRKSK
# DAGLB inhibitor = blocks human DAGLB lipase activity; Q8NCG7; HEK293T DAGLB membrane lysate, EnzChek fluorogenic substrate; inhibition, % at 5.17 µM; 340,000 tested, 0.059% active; AID 504411; in the data active means inhibition above about 34%;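 further: 0% = enzyme with vehicle and 100% = wells lacking enzyme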
# Target sequence (Q8NCG7 whole entry, looked up): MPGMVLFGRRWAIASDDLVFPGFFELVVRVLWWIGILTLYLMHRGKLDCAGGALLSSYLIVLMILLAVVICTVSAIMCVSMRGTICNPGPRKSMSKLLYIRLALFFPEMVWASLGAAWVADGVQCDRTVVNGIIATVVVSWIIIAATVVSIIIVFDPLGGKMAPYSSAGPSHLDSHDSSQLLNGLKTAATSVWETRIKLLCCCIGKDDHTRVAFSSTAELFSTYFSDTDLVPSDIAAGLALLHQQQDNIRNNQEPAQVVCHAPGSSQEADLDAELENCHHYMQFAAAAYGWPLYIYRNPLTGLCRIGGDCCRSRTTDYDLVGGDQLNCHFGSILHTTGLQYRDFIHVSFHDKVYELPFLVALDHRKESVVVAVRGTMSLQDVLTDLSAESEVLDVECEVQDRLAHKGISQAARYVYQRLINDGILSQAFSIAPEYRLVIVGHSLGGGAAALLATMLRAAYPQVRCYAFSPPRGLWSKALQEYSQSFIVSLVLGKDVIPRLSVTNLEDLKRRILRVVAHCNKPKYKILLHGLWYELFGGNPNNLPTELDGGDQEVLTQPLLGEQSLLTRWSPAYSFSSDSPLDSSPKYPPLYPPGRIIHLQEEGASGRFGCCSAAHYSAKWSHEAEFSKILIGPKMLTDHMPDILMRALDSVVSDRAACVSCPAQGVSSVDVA
# PfHsp90 yeast 2 = growth inhibition of yeast expressing Plasmodium Hsp90. S. cerevisiae expressing PfHsp90, BacTiter-Glo ATP, 48 h; yeast lacking PDR1 and PDR3 efflux regulators. 310,000 tested, 0.32% active. inhibition, % at 9.4 µM;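 active means every replicate shows inhibition above about 80%, whatever the replicate mean, limit read from the data; inconclusive means mean inhibition reaches the set limit but some replicate falls short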;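 further: 0% = DMSO neutral controls and 100% = 20 µM radicicol positive controls; yeast relying on Plasmodium falciparum Hsp90 in place of its own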
# CAL PDZ FP = inhibitors of human CAL PDZ peptide binding | Q9HD26 | purified CAL PDZ, TMR-peptide fluorescence polarization, 1 h | inhibition, % at 20 µM | 330,000 tested, 0.02% active | AID 504414;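 active means highest replicate inhibition of at least 40%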;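 further: plate controls were DMSO neutral control wells for no effect and unlabeled competitor peptide control wells for full effect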
#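 Control set: unlabelled peptide and DMSO controls / Material: purified CerCALP PDZ construct / Timing: 1 h incubation at room temperature before polarization reading / Doses: 20 µM, one dose / Detection: fluorescence polarization (mP)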
# * marks the source's active call; other numbers are inactive results; i = inactive; ? = inconclusive; · = no result given. Rows were taken by chance. About 1.9% of those tested had a hit in this group.
molecule	Ecoli viability	AddAB inh	Wnt bcat act	PvdQ inh	phage Ecoli inh	Tat transport	Rtt109 Vps75	DAGLB inhibitor	PfHsp90 yeast 2	CAL PDZ FP
Cc1ccc(C)c(NC(=S)c2ccccn2)c1	-7.1	-3.9	36*	-18	-1.1	14	-7	-8	16	-0.2
COc1ccc(N2CCCC2)c(NC(=O)COc2ccccc2Cl)c1	0.2	3.2	-3	-19	3.0	-7	-1	-6	6	-2.1
O=C(Nc1cccc(F)c1)/C(=C\c1cccnc1)NC(=O)c1cccs1	1.0	3.9	-8	-6	0.9	-7	-4	0	·	-2.1
COc1ccc(C(=O)Nc2ccc(S(=O)(=O)N3CCOCC3)cc2)cc1OC	1.9	1.3	·	2	1.2	5	-7	-2	20	-1.7
CC(=O)c1cccc(CN2CCC(n3nccc3NC(=O)CCc3ccccc3)CC2)c1	0.2	3.7	·	-5	·	0	-9	-1	6	0.6
Cn1cc(C=C2C(=O)CC(C)(C)CC2=O)c2ccccc21	1.2	2.3	7	-18	0.1	8	·	2	8	-2.5
Cc1ccccc1Nc1nc(N)nc(COC(=O)CC2CC3CCC2C3)n1 (stereo not given)	0.3	2.2	-4	-4	0.5	13	-18	0	-12	-5.7
O=C(Nc1ccon1)C12CC3CC(C1)CC(n1cnc([N+](=O)[O-])n1)(C3)C2	-1.0	1.7	-2	-2	4.0	-11	8	-1	·	-3.2
Cc1ccc(C23CC4CC(CC(C(=O)OCC(=O)NC5CCS(=O)(=O)C5)(C4)C2)C3)cc1 (stereo not given)	-0.3	5.2	·	-9	2.4	-1	4	3	-12	-2.8
C=CCNc1nc(N)c(C(=C(C#N)C#N)c2ccccc2)s1	-0.8	2.9	·	-5	0.5	0	i	3	-7	-3.3
Cc1cccc(NC(=O)c2cccc(S(=O)(=O)N3CCc4ccccc4C3)c2)n1	0.6	2.9	0	-1	-0.1	4	5	-1	·	-2.6
Cc1cc2nc(-c3ccncc3)cc(C(F)(F)F)n2n1	0.9	-1.3	1	4	2.1	6	-3	-1	·	-1.3
COc1ccc(C(CNC(=O)c2oc3ccc(C)cc3c2C)N2CCCCC2)cc1 (stereo not given)	0.2	4.2	-4	5	1.9	-1	10	-3	-11	-1.0
Cc1cc(OCC(=O)NC2CC(C)(C)NC(C)(C)C2)c2c(C)c(C)c(=O)oc2c1	-2.3	2.5	0	2	0.8	34	9	0	6	-0.4
COCCOC(=O)C1=C(C)Nc2ncnn2C1c1ccco1 (stereo not given)	-1.6	-1.9	1	-13	2.5	0	3	0	14	-1.2

# Next section
molecule	Ecoli viability	AddAB inh	Wnt bcat act	PvdQ inh	phage Ecoli inh	Tat transport	Rtt109 Vps75	DAGLB inhibitor	PfHsp90 yeast 2	CAL PDZ FP
COCCn1c(=NC(=O)/C=C/c2ccccc2Cl)sc2cc(NC(C)=O)ccc21	-1.7	0.8	-6	-8	-1.5	24	-5	5	-8	-2.9
CCO[C@@H]1OC(C(=O)N2CCN(Cc3ccc4c(c3)OCO4)CC2)=C[C@H](c2cn(C(C)=O)c3ccccc23)[C@H]1CCCO	-3.8	-0.9	11	-11	-1.7	-7	10	-2	·	0.9
Cc1cc(=O)oc2cc(NC(=O)c3ccccc3Cl)ccc12	0.6	3.5	?	0	3.0	5	-35	-1	-2	-5.7
Nc1c(C(=O)NCc2ccco2)sc2nc3c(cc12)C(=O)CCC3	0.2	-0.8	1	-14	3.2	-4	-4	2	-4	-0.2
COc1ccc(OCc2cc(C(=O)NCCc3ccccc3)no2)c(Cl)c1	-0.4	3.0	-1	-7	4.1	-5	-37	-4	-1	-2.8
O=C1Nc2ccccc2C12OC1CCCCC1O2 (stereo not given)	0.1	-1.5	·	6	-0.6	6	-2	0	-3	-1.2
CC(C)Sc1cc(N2CCOCC2)nc(-c2ccccc2)n1	-1.0	3.0	-6	-13	2.6	9	-4	-14	-50	-1.7
CCCCOC(=O)c1ccc(NC(=O)CSCc2n[nH]c(=O)[nH]2)cc1	-2.2	-2.4	·	-8	3.0	0	-3	-1	-46	-0.5
CN(C)c1ccc2c3c(ccc(N(C)C)c13)COC2	-2.4	-3.1	0	-13	3.9	1	8	-2	13	-2.0
Cc1ccc(-c2nnn3c2nc(NC(C)C)c2ccccc23)cc1	-1.2	-0.8	-4	0	1.6	-5	0	-2	-10	-1.2
COc1ccc(CCCC(=O)N/N=C/c2cccc(OC)c2O)cc1C	0.7	6.4	-1	-1	6.2	-13	-6	-3	-4	-0.8
CCn1cc(CN(C)C(=O)/C=C/c2ccc([N+](=O)[O-])cc2)c(C)n1	2.2	0.0	1	5	-0.9	3	34	-1	-4	-2.3
O=C(O)CCc1nn2c3ccccc3nc2n(-c2ccccc2)c1=O	0.6	-0.3	-2	-3	-0.3	2	-2	2	13	-2.5
CSc1cnn(Cc2ccccc2)c(=O)c1SCc1ccccc1	-0.8	5.6	-1	-13	-2.1	9	-7	-8	-15	-0.5
Cc1c(OC(C)C(=O)NCCCN2CCCC2=O)ccc2c3c(c(=O)oc12)CCCC3 (stereo not given)	0.0	0.3	-1	-9	1.6	-1	3	1	-7	-3.4

# Later entries.
molecule	Ecoli viability	AddAB inh	Wnt bcat act	PvdQ inh	phage Ecoli inh	Tat transport	Rtt109 Vps75	DAGLB inhibitor	PfHsp90 yeast 2	CAL PDZ FP
C=CCN1C(=Nc2ccccc2)SC/C1=C\C(=O)OC	-1.6	-0.3	·	-3	1.6	-4	1	-1	-6	-0.9
CC(=O)c1ccc(OCc2cccc(C(F)(F)F)c2)cc1O	2.6	0.8	-2	-6	3.0	-5	-2	-12	-18	0.3
O=C(O)c1cccc(NC(=S)NCc2ccccc2)c1	0.2	-1.4	2	2	-2.5	-7	-14	-2	0	-0.2
Cc1cccnc1NC(=O)C1CCN(S(=O)(=O)c2ccc3ccccc3c2)CC1	-0.2	1.7	-4	-6	4.6	3	4	2	·	-2.4
Cc1cccc(OCC(=O)Nc2ccc(N3CCCC3)cc2)c1C	-0.4	-1.8	·	-15	2.1	3	-6	13	-6	-1.6
c1ccc(-c2ccc(-c3cnc4n3CCCCC4)cc2)cc1	-2.2	-0.2	-3	-13	2.0	-6	6	-1	·	-0.9
CC(C)NC(=O)N1CCCN(c2nc3ccc(Cl)cc3s2)CC1	-1.1	-1.1	31*	-8	4.0	16	-7	4	45	0.1
CCOC(=O)c1ccc(NC(=O)CN2C(=O)NC3(CCCCCC3)C2=O)cc1	2.9	-0.3	-2	-7	2.7	5	-4	1	-13	0.4
CNc1nc(Oc2ccccc2C(=O)OC)nc(SC)n1	3.0	1.1	-2	2	3.7	-7	-20	-2	·	-0.6
CCCCCC(=O)N1CC2(CC(c3cccc(NC(=O)CC)c3)=NO2)C[C@H]1C(N)=O (stereo not given in full)	-1.0	2.3	7	-3	0.1	3	1	2	-4	0.3
CC(=O)NC(CCS(C)(=O)=O)C(=O)Nc1nccs1 (stereo not given)	1.3	4.6	·	-10	0.2	-5	-4	-3	4	-1.1
Cc1nnc2c3ccccc3ccn12	·	·	0	-6	5.6	0	5	1	4	-0.2
c1ccc(-c2nnc3n2NC(c2ccc4c(c2)OCO4)S3)cc1 (stereo not given)	-1.2	0.8	·	2	2.3	0	4	1	-13	0.0
Fc1ccccc1-c1nc(-c2ccc(-c3nn[nH]n3)cc2)no1	-0.9	2.5	39*	-3	2.4	1	4	-5	-10	-2.8
CC(C)CCC(CCN1CCCC1)c1ccc2c(c1)OCO2 (stereo not given)	0.2	0.5	-2	0	0.1	6	7	-1	0	-1.0

# (further entries)
molecule	Ecoli viability	AddAB inh	Wnt bcat act	PvdQ inh	phage Ecoli inh	Tat transport	Rtt109 Vps75	DAGLB inhibitor	PfHsp90 yeast 2	CAL PDZ FP
CCCc1sc(N/N=C/c2ccccn2)nc1-c1ccc(Br)cc1	0.5	3.3	-2	-10	1.6	-2	-4	0	-73	-2.1
CCN(C(=O)CCS(=O)(=O)c1cccc2nonc12)c1ccc(F)cc1	0.2	2.2	-1	-14	-2.0	-9	3	2	36	-0.7
Cc1ccc(C(=O)N/N=C\c2cc3c(cc2Br)OCO3)cn1	-0.9	0.3	0	-2	1.5	-2	-4	0	-10	-1.7
CCC(=O)NC(/C=C/c1ccccc1)c1cc([N+](=O)[O-])c2cccnc2c1O (stereo not given)	-4.2	-1.3	-2	·	-0.6	·	·	·	·	·
C/C(=N\NC(=S)NCc1ccccc1)c1ccc2c(c1)OCCO2	4.1	0.8	0	-4	1.9	1	10	-4	8	-3.5
COc1cc(C(=O)NCC(c2ccco2)N2CCc3ccccc3C2)cc(OC)c1OC (stereo not given)	2.4	1.2	1	-17	1.6	4	-7	0	·	-0.2
CSc1ccc(C(=O)NCC(c2ccco2)N(C)C)cc1[N+](=O)[O-] (stereo not given)	2.8	2.9	-1	-4	2.1	3	8	-1	-12	-1.3
CS(=O)(=O)N1N=C(c2ccco2)CC1c1ccc(Cl)cc1 (stereo not given)	-0.3	2.7	·	9	3.4	1	0	-2	10	0.0
COc1cccc(C(=O)OCC(=O)NCc2ccc3c(c2)OCO3)c1OC	-2.5	-1.3	-1	3	2.2	-7	10	-3	-8	-1.2
CCOC(=O)/C=C/C(=O)Nc1ccc(S(=O)(=O)Nc2nccs2)cc1	0.6	0.7	4	-11	3.5	4	-6	0	-4	-2.4
COc1ccccc1OCCNC(=O)c1cc(C2CC2)nc2c1cnn2C(C)C	0.0	1.5	1	2	0.5	6	4	-8	-7	-0.8
COc1ccc(Cl)cc1NC(=O)C1CC(c2c(F)cccc2Cl)=NO1 (stereo not given)	2.8	6.7	-1	-11	3.0	4	-6	-8	5	-0.4
O=C(NC(=O)c1ccccc1)Nc1ccc(-c2cnco2)cc1	-1.9	2.8	-3	·	0.5	·	·	·	·	·
CC(C)(C)NC(=O)CSc1nnc(Cc2ccccc2)n1CC1CCCO1 (stereo not given)	0.4	2.5	-1	6	2.7	2	2	0	-22	0.1
CN(C(=O)Cn1nnc(-c2ccc(F)cc2)n1)C1CCS(=O)(=O)C1 (stereo not given)	0.3	-1.6	0	4	0.7	-2	-5	0	·	-1.8

# In the list so far, two have bromine:
molecule	Ecoli viability	AddAB inh	Wnt bcat act	PvdQ inh	phage Ecoli inh	Tat transport	Rtt109 Vps75	DAGLB inhibitor	PfHsp90 yeast 2	CAL PDZ FP
CCCc1sc(N/N=C/c2ccccn2)nc1-c1ccc(Br)cc1	0.5	3.3	-2	-10	1.6	-2	-4	0	-73	-2.1
Cc1ccc(C(=O)N/N=C\c2cc3c(cc2Br)OCO3)cn1	-0.9	0.3	0	-2	1.5	-2	-4	0	-10	-1.7

# Three entries drawn at random from those above:
molecule	Ecoli viability	AddAB inh	Wnt bcat act	PvdQ inh	phage Ecoli inh	Tat transport	Rtt109 Vps75	DAGLB inhibitor	PfHsp90 yeast 2	CAL PDZ FP
COc1ccc(Cl)cc1NC(=O)C1CC(c2c(F)cccc2Cl)=NO1 (stereo not given)	2.8	6.7	-1	-11	3.0	4	-6	-8	5	-0.4
Cc1ccc(C(=O)N/N=C\c2cc3c(cc2Br)OCO3)cn1	-0.9	0.3	0	-2	1.5	-2	-4	0	-10	-1.7
CSc1ccc(C(=O)NCC(c2ccco2)N(C)C)cc1[N+](=O)[O-] (stereo not given)	2.8	2.9	-1	-4	2.1	3	8	-1	-12	-1.3

# Assay outcomes (PubChem)
